ZTA counter = ZTA (EBV) inhibition in EBNA-1 counter-screen; inhibition, % at 11 µM; ZTA-DNA binding, fluorescence polarization; 0.15% of 320,000 active; in the data active means inhibition above about 33%
Target sequence (P03206 whole entry, looked up): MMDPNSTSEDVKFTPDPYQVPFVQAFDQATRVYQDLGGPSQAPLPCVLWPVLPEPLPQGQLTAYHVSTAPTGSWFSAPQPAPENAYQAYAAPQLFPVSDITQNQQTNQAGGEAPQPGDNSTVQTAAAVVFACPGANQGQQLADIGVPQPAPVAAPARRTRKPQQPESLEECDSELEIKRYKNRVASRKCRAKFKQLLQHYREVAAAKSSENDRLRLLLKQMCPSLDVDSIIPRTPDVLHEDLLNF
TPT1 inhibitor = inhibitors of Candida albicans tRNA 2'-phosphotransferase TPT1; recombinant caTPT1, FP RNA substrate dephosphorylation; 0.81% of 300,000 active; AID 1962; inhibition, % at 5 µM;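 active means inhibition above the mean of all tested compounds plus 3 SD, set per screening campaign, cut at about 24% in these data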;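 further: plate controls were DMSO alone for no effect and ferristatin control at 100 nM for full effect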
PP1 inh = PP1-alpha (human) inhibition in PP5 counter-screen. P62136. purified PP1alpha, OMFP fluorescence. inhibition, % at 6.7 µM. 0.9% of 320,000 active. AID 2235;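 active means inhibition above the mean inhibition of all tested compounds plus 3 SD, computed separately for each screening campaign, cut at about 15% in these data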
PREPL inhibitor = inhibits the human prolyl oligopeptidase-like enzyme; AID 2751; 0.68% of 320,000 active; recombinant PREPL, fluorescence polarization activity-based probe; inhibition, % at 5.96 µM; in the data active means inhibition above about 43%;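 further: 0% = enzyme with DMSO and 100% = wells lacking enzyme; many of its hits are not listed in these tables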
Target sequence (Q4J6C6 whole entry, looked up): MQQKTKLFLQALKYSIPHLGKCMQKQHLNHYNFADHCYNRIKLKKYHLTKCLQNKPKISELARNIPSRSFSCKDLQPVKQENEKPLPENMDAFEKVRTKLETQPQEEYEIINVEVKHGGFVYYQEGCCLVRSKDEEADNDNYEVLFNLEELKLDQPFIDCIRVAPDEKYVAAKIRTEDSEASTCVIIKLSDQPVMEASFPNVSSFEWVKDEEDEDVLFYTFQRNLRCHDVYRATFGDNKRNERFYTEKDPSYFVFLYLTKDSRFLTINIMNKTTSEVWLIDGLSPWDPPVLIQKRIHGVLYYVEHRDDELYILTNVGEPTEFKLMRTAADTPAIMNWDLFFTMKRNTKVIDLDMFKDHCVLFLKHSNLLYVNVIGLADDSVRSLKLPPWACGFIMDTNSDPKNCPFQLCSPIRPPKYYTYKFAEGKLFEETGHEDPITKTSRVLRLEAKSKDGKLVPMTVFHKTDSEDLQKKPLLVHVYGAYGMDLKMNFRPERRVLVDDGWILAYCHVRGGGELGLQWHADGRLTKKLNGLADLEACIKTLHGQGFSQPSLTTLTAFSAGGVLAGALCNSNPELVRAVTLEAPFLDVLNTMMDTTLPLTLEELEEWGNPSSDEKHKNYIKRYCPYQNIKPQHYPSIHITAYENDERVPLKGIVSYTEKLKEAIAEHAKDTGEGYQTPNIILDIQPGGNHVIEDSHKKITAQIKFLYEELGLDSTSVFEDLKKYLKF
PP5 primary = PP5 (human) phosphatase inhibition; P53041; purified PP5c, OMFP substrate fluorescence; inhibition, % at 6.7 µM; 0.18% of 320,000 active; AID 1987;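 active means inhibition above the campaign's mean inhibition across all tested compounds plus 3 SD, cut at about 9.5% in these data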;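 further: 0% = DMSO only and 100% = 100 µM cantharidin control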
EBNA-1 inh = blocks EBNA-1 binding to DNA | EBNA-1 DNA binding, fluorescence polarization | inhibition, % at 14.8 µM | 0.34% of 300,000 active | AID 1950; in the data active means inhibition above about 28%
Fh CTSL1 inh = blocks F. hepatica cathepsin L1 in PFM18AAP counter-screen | recombinant F. hepatica cathepsin L1, Z-Leu-Arg-MCA fluorescence | 0.49% of 300,000 active | inhibition, % at 5.96 µM;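 active means inhibition above the mean of all tested compounds plus 3 SD, set per screening campaign, cut at about 17% in these data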;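 further: 0% = plate median of test compound wells and 100% = 1 µM Z-Phe-Ala-diazomethylketone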
Efflux pump inh = antifungal efflux pump inhibition, Nile Red retention | inhibition, % at 10 µM | S. cerevisiae Candida pump triplex | 0.44% of 330,000 active;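 active means plate passing quality check with inhibition over a set limit, or well fluorescence over plate mean plus 4 SD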;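 further: Nile Red retained in pooled yeast measured as flow cytometry median fluorescence; 0% = buffer negative control and 100% = Enniatin B positive control; higher means more Nile Red kept so more efflux inhibition; some compounds called inactive have numbers as strong as hits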
HCV core dimer = blocks dimerization of HCV core protein. 0.33% of 300,000 active. AID 1899. TR-FRET GST/Flag-core106 dimerization, 1536-well. inhibition, % at 5 µM;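 active means inhibition above the mean of all tested compounds plus 3 SD, set per screening campaign, cut at about 45% in these data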
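Assay system: GST-tagged and Flag-tagged HCV core protein residues 1-106 / Times: compound-protein-antibody incubation 4 h at 22.5 °C / Signal: time-resolved FRET, ex 340 nm, em 617 and 671 nm / Evaluation: % inhibition based on acceptor/donor emission ratio / Benchmarks: wells lacking GST-core106 and wells with excess unlabelled core106 / Repeats: singlicate, one well per compound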
* = called active by the depositor; x = not tested or not shown. Only part of the results is shown; the hit share may differ from the screen's.

[1] C[n+]1cccc(C(=O)Nc2ccccc2)c1
[2] O=C1/C(=C\Nc2ccc(Cl)cc2)CCN1c1ncccn1
[3] CCOC(=O)N1CCN(c2ccc(C(=O)CC)cc2F)CC1
[4] CSc1nnc(SCc2nc3sc(C(=O)O)c(C)c3c(=O)[nH]2)s1
[5] CCOC(=O)/C=c1\s/c(=C(\C#N)C(N)=O)n(-c2ccccc2)c1=O
[6] O=C1Nc2cc(C(=O)NCCCN3CCOCC3)ccc2S/C1=C/c1cccc(Cl)c1
[7] CCOC(=O)N1CCN(C(=O)c2ccc(OC)cc2)CC1
[8] Cc1ccc2cc(CCNC(=O)CC(C)(C)C)c(=O)[nH]c2c1C

assay / entry	1	2	3	4	5	6	7	8
ZTA counter	-4	8	6	42*	-28	-3	-5	-1
TPT1 inhibitor	-3	-6	-1	18	5	-4	-1	0
PP1 inh	-1	-3	-3	2	-2	3	-2	-8
PREPL inhibitor	2	-1	-8	1	8	13	-6	1
PP5 primary	0.0	1.7	-0.4	-0.4	1.7	1.5	1.1	0.9
EBNA-1 inh	-10	-1	5	5	-6	-2	-8	-13
Fh CTSL1 inh	3	-1	1	-1	-2	7	-3	3
Efflux pump inh	0.0	-0.1	0.0	0.0	-0.1	-0.2	0.0	0.1
HCV core dimer	-8	7	3	-2	-5	-21	6	-27

[9] N#CCCN1CCN(S(=O)(=O)c2ccc(S(=O)(=O)NC3CCCC3)cc2)CC1
[10] COc1ccccc1CCNC(=O)C1CCC(=O)N(Cc2ccccc2OC)C1 (centres undefined)
[11] Cc1ccc(S(=O)(=O)NCC(=O)OCC(=O)N2CCN(C(=O)c3ccco3)CC2)cc1C
[12] O=C(/C=C\c1cccs1)N1CCN(Cc2ccc3c(c2)OCO3)CC1
[13] O=C(O)c1cccc(-n2cccc2/C=C2\SC(=O)N(Cc3ccccc3F)C2=O)c1
[14] COc1cccc(-n2c(CN3CCN(Cc4ccccc4)CC3)nc3ccc([N+](=O)[O-])cc3c2=O)c1
[15] CC(C)CCc1c(O)nc(SCC(C)C)[nH]c1=O
[16] Cc1ccc(C(=O)N2CCc3ccccc32)cc1NC(=O)c1ccco1

assay / entry	9	10	11	12	13	14	15	16
ZTA counter	-2	3	3	-3	-7	3	6	-18
TPT1 inhibitor	0	0	-1	-1	-1	1	2	0
PP1 inh	-5	-5	-5	-2	-2	-3	-7	-4
PREPL inhibitor	-10	1	11	1	-3	38	-3	-2
PP5 primary	3.9	3.3	0.4	1.6	-0.8	0.8	-2.1	2.8
EBNA-1 inh	-8	-1	-3	-11	6	-1	17	-15
Fh CTSL1 inh	-2	3	-38	2	3	4	-2	0
Efflux pump inh	0.2	0.1	0.0	0.3	-0.2	-0.3	-0.1	0.0
HCV core dimer	2	-2	1	2	8	18	-2	-5

[17] COc1ccc(/C=C2\CN(Cc3ccccc3)C/C(=C\c3ccc(OC)cc3OC)C2=O)c(OC)c1
[18] COC(=O)CNC(=O)Cc1c(C)n(C(=O)c2ccc(Cl)cc2)c2ccc(OC)cc12
[19] O=C(NCc1ccc(F)cc1)C(=O)Nc1nc(C23CC4CC(CC(C4)C2)C3)cs1
[20] CCC(C)NCCOCCOc1ccc(C)cc1Br (centres undefined)
[21] CC(C)(C)OC(=O)NCCCCCc1nnc(SCc2ccc(F)cc2)o1
[22] CCS(=O)(=O)Nc1ccc(Cc2ccncc2)cc1
[23] CCOC(=O)CNC(=O)Cn1cnc2c(oc3ccccc32)c1=O
[24] COc1c(C)cccc1C(=O)Nc1ccc(N2CCN(C(=O)c3ccccc3C)CC2)cc1

assay / entry	17	18	19	20	21	22	23	24
ZTA counter	5	4	13	0	-16	1	10	-9
TPT1 inhibitor	7	0	0	2	-2	-2	-1	4
PP1 inh	16*	-1	-3	-1	12	2	1	-2
PREPL inhibitor	7	12	1	18	15	12	18	9
PP5 primary	4.0	0.1	0.4	3.8	1.1	-0.5	1.7	5.1
EBNA-1 inh	-12	-7	-1	-8	-4	15	-18	-12
Fh CTSL1 inh	-2	5	-2	0	0	2	-5	0
Efflux pump inh	0.2	0.8	0.0	0.0	0.0	-0.1	0.0	0.3
HCV core dimer	49*	-8	10	-3	-5	-1	-8	4

[25] O=C(COC(=O)CNC(=O)c1ccccc1)NCCNC(=O)COC(=O)CNC(=O)c1ccccc1
[26] CCCCOc1c(Cl)cc(C(=O)N(C)CC(=O)Nc2ccc(N3CCOCC3)cc2)cc1OCC
[27] CCN(CC)S(=O)(=O)c1ccc(OC)c(NC(=S)Nc2ccc(C)c(C)c2)c1
[28] CCc1c(C)nc(N)nc1OCC(F)(F)C(F)F
[29] O=C(CSc1nncs1)Nc1ccc2c(c1)OCCO2
[30] COc1ccc(OC)c(NC(=O)c2[nH]c(C)c(C(C)=O)c2C)c1
[31] Cc1ccc2c(c1)nnn2C1CCN(C(=O)Nc2ccccc2C)CC1
[32] c1ccc(-c2cn3nc(-c4ccccc4)cnc3n2)cc1

assay / entry	25	26	27	28	29	30	31	32
ZTA counter	7	4	16	11	-10	-13	-11	-4
TPT1 inhibitor	x	0	-3	0	-3	3	-2	-1
PP1 inh	-4	0	-3	-2	-1	2	2	-3
PREPL inhibitor	1	6	5	5	-9	2	3	9
PP5 primary	0.6	0.9	3.8	-0.7	1.6	2.0	1.8	-1.3
EBNA-1 inh	x	-6	13	-1	6	5	-6	-1
Fh CTSL1 inh	x	3	0	1	-5	-2	-1	-4
Efflux pump inh	-0.1	0.0	-0.4	0.1	-0.1	-0.2	-0.1	-0.1
HCV core dimer	x	10	13	-1	-7	3	-2	0

[33] N#Cc1cccc(S(=O)(=O)NCC(=O)NCc2ccc3c(c2)OCO3)c1
[34] Cc1ccc(S(=O)(=O)/N=C(\CSC(N)=O)Nc2ccccc2)cc1
[35] CN(CCC#N)C(=O)CSc1nc2scc(-c3ccccc3)c2c(=O)[nH]1
[36] CCC(=O)c1c[nH]c(C(=O)NCc2cccs2)c1
[37] Nc1nonc1C(=O)N/N=C/c1ccc(Br)o1
[38] COc1ccc(C(=O)O/N=C(\N)c2ccc(OC)c(OC)c2)c(OC)c1
[39] Cc1cc(C)cc(N2C(=O)CC(Sc3ncn[nH]3)C2=O)c1 (centres undefined)
[40] Cc1ccc(-c2nn3c(C)nnc3c3ccccc23)cc1S(=O)(=O)N(C)CCO

assay / entry	33	34	35	36	37	38	39	40
ZTA counter	-5	-2	3	5	-15	8	-12	2
TPT1 inhibitor	x	-3	2	0	1	0	-2	2
PP1 inh	-3	-2	-3	1	-3	-2	2	-3
PREPL inhibitor	-2	8	-7	-10	10	-6	-4	13
PP5 primary	-3.5	2.9	0.9	-0.8	1.0	0.4	0.5	1.8
EBNA-1 inh	x	-18	0	-17	-3	6	7	-1
Fh CTSL1 inh	x	-3	-5	2	1	-2	-4	-1
Efflux pump inh	0.0	0.1	0.3	0.1	0.2	0.0	-0.1	0.1
HCV core dimer	x	1	-10	-1	-2	2	12	-7

Compound profiles (already shown). Screens in order: ZTA counter, TPT1 inhibitor, PP1 inh, PREPL inhibitor, PP5 primary, EBNA-1 inh, Fh CTSL1 inh, Efflux pump inh, HCV core dimer
Shown for Cc1ccc2c(c1)nnn2C1CCN(C(=O)Nc2ccccc2C)CC1 → -11, -2, 2, 3, 1.8, -6, -1, -0.1, -2
Shown for Cc1ccc2cc(CCNC(=O)CC(C)(C)C)c(=O)[nH]c2c1C → -1, 0, -8, 1, 0.9, -13, 3, 0.1, -27
Shown for COC(=O)CNC(=O)Cc1c(C)n(C(=O)c2ccc(Cl)cc2)c2ccc(OC)cc12 → 4, 0, -1, 12, 0.1, -7, 5, 0.8, -8
Shown for Nc1nonc1C(=O)N/N=C/c1ccc(Br)o1 → -15, 1, -3, 10, 1.0, -3, 1, 0.2, -2

Remaining list, next part:
[41] O=C(CNc1ccc(Cl)cc1)c1ccc(Br)cc1
[42] CC(=O)N/C(=C\c1cccc([N+](=O)[O-])c1)C(=O)NC1CCCCC1
[43] O=C(COC(=O)COc1ccc(Cl)cc1Br)NC1CCCCCC1
[44] O=C(Nc1cccc(-c2nc3ccccc3s2)c1)c1ccc2c(c1)OCO2
[45] OC(CCCCN1CCCCC1)c1ccccc1 (centres undefined)
[46] CCOC(=O)c1c(C)sc2c1N(C(C)=O)c1cc(Cl)ccc1S2
[47] CCC(C)c1ccc(NC(=O)COC(=O)c2nc3nccc(C)n3n2)cc1 (centres undefined)
[48] C/C(=N/NC(=O)Cc1cccs1)c1ccco1

assay / entry	41	42	43	44	45	46	47	48
ZTA counter	9	-6	0	-2	3	6	11	11
TPT1 inhibitor	2	-5	x	-3	-1	3	1	-6
PP1 inh	-3	0	1	0	-4	4	3	-1
PREPL inhibitor	4	18	9	-11	2	13	-9	1
PP5 primary	0.7	-1.0	4.4	-0.4	1.3	3.7	0.9	1.2
EBNA-1 inh	-1	2	x	9	0	0	17	2
Fh CTSL1 inh	1	-1	x	2	-1	4	-1	0
Efflux pump inh	-0.1	-0.2	0.0	0.0	0.1	0.1	-0.1	0.0
HCV core dimer	0	-3	x	1	-4	-17	1	0

[49] CC(O/N=C\c1ccccc1O)C(=O)Nc1ccccc1C(=O)N1CCOCC1 (centres undefined)
[50] CCCCN1C(=O)C(NC(C)=O)c2ccccc21 (centres undefined)
[51] C(#Cc1ccccc1)CN1CCCCC1
[52] O=C(CSc1nnc(Cc2ccccc2)o1)Nc1cccc(F)c1
[53] CC(C)(C)n1nnnc1C(c1ccc(F)cc1)N(Cc1ccc(F)cc1)Cc1ccco1 (centres undefined)
[54] Cc1onc(-c2ccccc2)c1C(=O)NC(C)C
[55] Cc1ccc(Nc2nc(N)nc(CSC(=S)N3CCOCC3)n2)cc1
[56] COc1ccc(C2C(=O)c3ccccc3C2=Nc2ccc(Br)cc2)cc1 (centres undefined)

assay / entry	49	50	51	52	53	54	55	56
ZTA counter	-18	9	12	1	26	-4	-11	-5
TPT1 inhibitor	-5	-1	2	1	1	-1	-1	5
PP1 inh	-1	-6	-5	-2	6	-4	1	0
PREPL inhibitor	13	-6	-5	-12	2	2	5	2
PP5 primary	1.0	-3.4	-2.0	1.9	4.0	0.3	0.8	1.5
EBNA-1 inh	8	12	-9	0	6	15	-12	-2
Fh CTSL1 inh	3	-1	-5	-3	1	0	1	0
Efflux pump inh	-0.1	-0.1	0.1	0.0	-0.2	0.1	0.1	0.3
HCV core dimer	-12	-4	-7	8	9	4	3	3

[57] N=C1C(=O)OCC1c1ccccc1NC(=O)c1ccc(F)cc1 (centres undefined)
[58] COCC(C)N1CCC(n2nccc2NC(=O)c2ccc3c(c2)OCO3)CC1 (centres undefined)
[59] Clc1ccsc1-c1ccc2ccccc2n1
[60] O=C(Cn1nnc2ccccc2c1=O)NCc1ccco1
[61] CCOC(=O)c1ccc2c(c1)N(Cc1ccccc1C)C(=O)c1ccccc1S2=O (centres undefined)
[62] Cc1cccc(NC(=O)COC(=O)c2n[nH]c3ccccc23)c1C
[63] CC1CCN(C(=O)C2CCN(S(=O)(=O)c3cccs3)CC2)CC1
[64] C=CCNc1nc(-c2ccc(O)c(C(N)=O)c2)cs1
[65] O=C(N/N=C/c1ccc(OC(=O)c2ccccc2Cl)cc1)c1ccccn1
[66] CN(C)/C(=N\S(=O)(=O)c1ccc(F)cc1)c1ccccc1

assay / entry	57	58	59	60	61	62	63	64	65	66
ZTA counter	-3	3	9	-4	-8	-5	9	-5	21	-11
TPT1 inhibitor	0	1	-1	-4	-3	x	1	-13	-1	-8
PP1 inh	-5	-7	-2	-1	4	2	0	-5	-3	2
PREPL inhibitor	-7	4	5	-3	23	1	10	-2	-3	-3
PP5 primary	-1.4	0.3	1.1	0.7	3.2	2.6	2.8	1.9	-0.7	-0.4
EBNA-1 inh	-7	2	2	11	-10	x	-14	-4	9	5
Fh CTSL1 inh	-4	-3	0	-1	3	x	0	-1	-1	-4
Efflux pump inh	0.3	0.2	0.0	-0.1	0.1	-0.1	-0.1	0.0	-0.2	-0.2
HCV core dimer	-5	5	4	1	3	x	-3	-14	6	-10

Assay outcomes: PubChem, several laboratories
